# WT yeast gro inh – growth inhibition of WT yeast, mitochondrial fusion screen; mitochondrial fusion phenotypic screen, WT strain; inhibition, % at 10 µM; 190,000 compounds, 2.1% hits; AID 1362; in the data active = inhibition above about 58%; tested in S. cerevisiae
# Hep lipid drop – modulators of hepatic lipid droplet formation; AML12 mouse hepatocytes, oleate lipid droplets, BODIPY imaging; inhibition, % at 6.5 µM; 240,000 compounds, 0.4% hits;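 active = lipid droplet intensity inhibited by at least 50%, with more than 500 cells counted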
#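 Material – mouse AML12 hepatocyte cell line, fixed after treatment · Compound dosing – one dose, 6.5 µM compound · Times – compound with oleate, overnight · Measured by – Image-based BODIPY and DAPI two-channel analysis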
# human PMI inhibitors – human PMI inhibitors, high substrate, primary screen, biochemical, fluorescence intensity, high mannose 6-phosphate (AID 1220) | inhibition, % at 20 µM; hits with a dose series show IC50 in µM | 190,000 compounds, 0.66% hits | recombinant PMI enzyme, coupled fluorescence intensity; higher % means a stronger effect
# P. falciparum M1AAP – malaria alanyl aminopeptidase activity blockers – biochemical, fluorogenic H-Leu-NHMec substrate, 1536-well (AID 1445). recombinant M1AAP, H-Leu-NHMec fluorogenic kinetic assay; higher % means a stronger effect. inhibition, % at 30 µM, or IC50 in µM where a hit was titrated. 220,000 compounds, 0.42% hits;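 active = primary inhibition above the hit cutoff, then over 50% inhibition at one or more dose response concentrations, cut at about 23% in these data, passing the limit was not always enough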;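 note: plate controls were DMSO full reaction for no effect and no enzyme background for full effect; strong numbers were not always called active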
# TNAP activation fold – human TNAP enzyme activators, primary screen, biochemical, luminescent, no phosphate acceptor, uHTS (AID 1001); purified TNAP, luminescent activation assay, no phosphate acceptor; higher activation fold means a stronger effect; activation fold at 20 µM; hits with a dose series show EC50 in µM; 200,000 compounds, 0.03% hits; in the data active = activation fold from about 3, or a potency from the dose series; inactive = the rest, 99 in 100 with activation fold below about 1.6; note: many of its hits are not listed in these tables
# Myeloid diff MLP – promotes myeloid progenitor differentiation | 360,000 compounds, 1% hits | calls only at 10 µM | ER-HoxA9 myeloid progenitors, lysozyme-GFP differentiation, flow cytometry | AID 624256;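 active = normalized GFP-positive differentiation at or above the plate's own cutoff, the solvent-only control mean plus 3 SD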;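 note: cells exposed to compound for four days before flow analysis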
# CSM14.1 death rescue – protection against thapsigargin-triggered cell killing – 384-well, CSM14.1, ATP luminescence, primary screen (AID 1222). CSM14.1 thapsigargin-induced death rescue, ATP luminescence; higher % means a stronger effect. cellular ATP content (survival), % at 20 µM; hits with a dose series show EC50 in µM. 190,000 tested, under 10 active;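 active = EC50 below 50 µM in the dose-response confirmation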;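 note: death triggered by thapsigargin at about 15 µM added after 2 h compound pretreatment; cell ATP read after overnight thapsigargin exposure of roughly 18 to 22 hours; normalized against plate controls of thapsigargin alone and 5% DMSO vehicle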
# K1F lysis inhibition – inhibition of K1F phage lysis, E. coli UTI89, bacterial capsule biogenesis inhibitors, alamar blue (AID 488966); E. coli UTI89 K1F phage lysis, alamar blue, 2 h; higher % means a stronger effect; one-dose inhibition, % at 100 µM; IC50 in µM for titrated hits; 340,000 compounds, 0.02% hits;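 active = phage lysis inhibition, versus mean bacterial control, above a set limit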;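 note: capsule biogenesis inhibitors block K1F phage lysis so surviving cells raise fluorescence; higher fluorescence means more inhibition of phage lysis; actives were called in the ten point dose series up to 300 µM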
# PMI inhibitors – inhibitors of human PMI, primary screen, biochemical, fluorescence intensity, coupled assay (AID 1209); purified PMI enzyme, coupled fluorescence intensity; higher % means a stronger effect; 190,000 compounds, 0.42% hits; one-dose inhibition, % at 20 µM; IC50 in µM for titrated hits;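 note: plate controls were DMSO vehicle for no effect and wells lacking substrate for full effect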
# WT yeast gro inh mutant strain – recorded beside WT yeast gro inh, whose call it bears; inhibition, %; mitochondrial fusion phenotypic screen, mutant strain inhibition
# Hep lipid drop cells 6.5 µM – recorded beside Hep lipid drop, whose call it bears; cell count; measured here: cell count, cytotoxicity flag;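 cells counted across two imaged fields per well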
# Myeloid diff MLP GFP+ MAC1+ % – further read-out of Myeloid diff MLP, marked with its call; GFP+ MAC1+ double positive, %; measured here: differentiation confirmed by MAC1 staining
# * = called active by the depositor; i = inactive; x = no result given; [ ] = remark or other dose. Cut-off read from the data, not from the text of the source, unless noted: active = inhibition above about 50%; inactive = the rest. Random draw from the library; overall some 4.6% were active at least once.
SMILES,WT yeast gro inh,WT yeast gro inh mutant strain,Hep lipid drop,Hep lipid drop cells 6.5 µM,human PMI inhibitors,P. falciparum M1AAP,TNAP activation fold,Myeloid diff MLP,Myeloid diff MLP GFP+ MAC1+ %,CSM14.1 death rescue,K1F lysis inhibition,PMI inhibitors
O=C(NC(=S)Nc1ccc(N2CCOCC2)cc1)c1ccc2c(c1)OCCO2,6,2,-14,690,22%,21%,1,i,0.0,0.4%,0.1%,15%
CC12CN3CC(C)(CN(C1)C3c1cc(Br)ccc1O)C2=O (stereo unspecified),-5,14,-8,788,-1%,7%,1.1,i,1.1,1.7%,i,3%
CN(C)P(=NC(=O)COc1ccc(Cl)cc1Cl)(N(C)C)N(C)C,9,9,x,x,10%,2%,1.1,i,7.4,0.9%,-1.7%,8%
O=C(Nc1sc2c(c1C(=O)O)CCCC2)c1cccs1,4,8,x,x,7%,11%,1.1,i,0.4,0.5%,0.7%,-11%
CC(C)CCOc1ccc(Cl)cc1CN1CCOCC1,12,-10,-3,768,7%,-2%,1.1,i,1.1,2.1%,0.1%,11%
CNC(=O)c1ccc(N(Cc2ccccc2C)S(C)(=O)=O)cc1,1,8,x,x,-15%,4%,1,x,x,0.3%,0.0%,-19%
O=c1c(Cl)c(N2CCN(c3ccc(F)cc3)CC2)cnn1C12CC3CC(CC(C3)C1)C2,56,14,25,590,17%,1%,1.3,i,0.3,2.7%,-1.4%,18%
CC(NC(=O)CCN1C(=O)c2ccccc2C1=O)c1ccc2c(c1)CCCC2 (stereo unspecified),11,1,15,735,-7%,2%,1.1,i,0.2,0.6%,-1.6%,-7%
O=C(C1CCC(CNS(=O)(=O)c2cccs2)CC1)N1CCCCC1 (stereo unspecified),-2,-32,-2,772,0%,16%,1.1,i,0.1,1.4%,-0.2%,2%
COc1ccc(-c2nc3ccccc3c(=O)n2CCOc2ccc(C)cc2C)cc1,5,-7,1,712,1%,-1%,0.9,i,0.4,-3.4%,-0.4%,4%
CCNC(=O)C(CCSC)NS(=O)(=O)c1ccc(C)cc1 (stereo unspecified),x,x,-5,752,x,0%,x,i,0.4,x,0.2%,x
CC(CCc1ccccc1)NC(=O)CCNC(=O)Cn1ccc2ccccc2c1=O (stereo unspecified),-4,23,-6,620,-13%,1%,1,i,0.8,-0.5%,1.3%,-11%
O=C(CN1C(=O)COc2ccccc21)NCCCN1CCN(Cc2ccccc2)CC1,12,6,2,725,5%,4%,1.1,i,5.2,-1.6%,1.6%[50 µM],5%
O=C(NC1CCCC1)c1ccc(COCC(F)(F)F)o1,-1,1,-3,753,14%,-1%,1.1,i,2.2,-0.9%,-0.4%,13%
CCOC(=O)C(NC(=O)CC)(Nc1ccc(S(N)(=O)=O)cc1)C(F)(F)F (stereo unspecified),x,x,-5,741,x,7%,x,i,0.8,x,0.3%,x
O=C(/C=C/c1ccccc1)NCCOc1ccccc1,-3,-1,27,662,-5%,5%,1,i,0.7,-2.3%,4.1%,-4%
C/C(=N\NS(=O)(=O)c1ccc(Cl)cc1)c1ccc(NC(=O)c2ccco2)cc1,25,10,-4,619,1%,-3%,1.3,i,0.3,-2.1%,0.6%[50 µM],7%
Cc1ccccc1-c1noc(C23CC4CC(CC(C4)C2)C3)n1,81*,76*,x,x,-1%,2%,1,i,0.7,-0.1%,0.2%,0%
CCn1c(SCC(=O)Nc2nc3c(s2)CCCC3)nc2c1c(=O)n(C)c(=O)n2C,x,x,x,x,4%,x,1.1,x,x,0.7%,x,-1%
CC1(C)CC(=O)C(C(c2ccncc2)C2C(=O)CC(C)(C)CC2=O)C(=O)C1,x,x,x,x,-4%,x,1.2,i,0.5,0.3%,0.1%,-19%
COc1ccc(OC)c2c1sc(=NC(=O)C(C)C)n2C,4,1,x,x,19%,-2%,1.1,i,4.3,-1.2%,1.1%,3%
O=c1[nH]c2ccc(S(=O)(=O)N3CCCCC3)cc2[nH]c1=O,-6,10,-2,731,-4%,3%,1,i,0.8,-0.2%,9.9%,-4%
O=C(O)COc1ccc(S(=O)(=O)NCCc2ccccc2)cc1,0,-4,1,582,13%,6%,1.1,i,1.3,-1.6%,-0.2%,15%
COc1ccc(CCn2nnnc2C(CC(C)C)N2CCN(c3ncccn3)CC2)cc1OC (stereo unspecified),66*,6.5*,x,x,8%,-6%,1.1,i,1.7,0.0%,-0.4%,-2%
O=C(/C=C/c1cccc([N+](=O)[O-])c1)Nc1cc(C(=O)O)cc(C(=O)O)c1,-1,10,-4,745,-13%,1%,1.1,i,0.2,-0.9%,1.4%,-19%

# Complete entries, looked up by structure.
# Profile of O=C(CN1C(=O)COc2ccccc21)NCCCN1CCN(Cc2ccccc2)CC1 : WT yeast gro inh: 12; WT yeast gro inh mutant strain: 6; Hep lipid drop: 2; Hep lipid drop cells 6.5 µM: 725; human PMI inhibitors: 5%; P. falciparum M1AAP: 4%; TNAP activation fold: 1.1; Myeloid diff MLP: i; Myeloid diff MLP GFP+ MAC1+ %: 5.2; CSM14.1 death rescue: -1.6%; K1F lysis inhibition: 1.6%[50 µM]; PMI inhibitors: 5%
# Profile of C/C(=N\NS(=O)(=O)c1ccc(Cl)cc1)c1ccc(NC(=O)c2ccco2)cc1 : WT yeast gro inh: 25; WT yeast gro inh mutant strain: 10; Hep lipid drop: -4; Hep lipid drop cells 6.5 µM: 619; human PMI inhibitors: 1%; P. falciparum M1AAP: -3%; TNAP activation fold: 1.3; Myeloid diff MLP: i; Myeloid diff MLP GFP+ MAC1+ %: 0.3; CSM14.1 death rescue: -2.1%; K1F lysis inhibition: 0.6%[50 µM]; PMI inhibitors: 7%

# (listing goes on)
SMILES,WT yeast gro inh,WT yeast gro inh mutant strain,Hep lipid drop,Hep lipid drop cells 6.5 µM,human PMI inhibitors,P. falciparum M1AAP,TNAP activation fold,Myeloid diff MLP,Myeloid diff MLP GFP+ MAC1+ %,CSM14.1 death rescue,K1F lysis inhibition,PMI inhibitors
O=C1C=C(OCc2ccccc2)CN1,5,-3,x,x,-3%,1%,1.2,i,0.7,-1.1%,-0.4%,5%
CC(=O)Nc1ccc(NC(=O)C(C)N2CCN(S(=O)(=O)c3ccc(C)cc3)CC2)cc1 (stereo unspecified),-20,10,-21,680,4%,8%,1,i,0.7,0.9%,0.4%,-2%
Cc1ccc(OCC(=O)NNC(=O)c2ccoc2C)c(Br)c1,-9,-15,4,632,-6%,1%,2.4,i,0.6,1.2%,2.0%,1%
CCC(=O)N1CCN(c2ccccc2NC(=O)Cc2ccccc2)CC1,-8,-17,-10,695,4%,-7%,1.1,i,1.6,-1.4%,0.5%,2%
CC(Nc1cc(=O)n(C)c(=O)n1C)c1ccccc1 (stereo unspecified),-6,1,-3,741,-12%,5%,1.1,i,1.6,-1.2%,-1.2%,-6%
N#C/C(=C\c1ccc(O)c([N+](=O)[O-])c1)C(=O)NCc1ccccc1,11,0,10,677,-7%,9%,1.1,i,0.6,-1.6%,-0.2%,-11%
O=C(CCSCc1ccccc1Cl)N1CCN(c2ccccn2)CC1,-3,-7,x,x,3%,-2%,1.1,i,7.0,-1.7%,4.5%,10%
Cn1c(=Nc2ccccc2)sc2ccccc21,-1,-3,2,775,8%,-3%,1.1,i,1.4,6.2%,0.6%,9%
O=C1OCCC1Sc1nc2ccccc2n1Cc1ccccc1 (stereo unspecified),-5,6,8,632,2%,-2%,1,i,0.2,x,-0.1%,3%
Cn1c(CNC(=O)c2ccc(Cl)c(Cl)c2)nnc1SCC(=O)Nc1sc2c(c1C#N)CCCC2,-3,7,13,789,0%,-4%,1.2,i,2.4,-0.2%,0.2%,4%
C=CCC1(Cl)C(=O)C(Cl)=C(N2CCOCC2)C1(OC)OC (stereo unspecified),x,x,33,602,x,-6%,x,i,0.6,x,0.4%,x
CCC1CCCCN1S(=O)(=O)c1ccc(NC(=O)CSc2ncccc2C(=O)O)cc1 (stereo unspecified),7,1,x,x,4%,-6%,1.1,i,1.4,2.2%,-0.3%,-3%
COc1ccc(OCCNC2CCCC2)cc1,-13,-12,-4,675,6%,-3%,0.8,i,0.1,2.1%,0.0%,16%
CC1=CC(=O)C=C(C)C1=NOc1ccc([N+](=O)[O-])cc1,-31,-4,16,713,53%*,6%,1.2,i,0.4,x,1.1%,21%
O=S(Cc1cc(Oc2ccccc2)nc(-c2ccccc2)n1)c1ccccc1 (stereo unspecified),1,-3,x,x,0%,21%,1.1,i,0.3,2.6%,0.6%,10%
CCOc1ccc(NS(=O)(=O)c2ccc(NS(=O)(=O)c3ccc(SC)cc3)cc2)cc1,14,20,-11,803,10%,5%,1,i,3.7,-2.3%,-0.1%,24%
Cc1cccc2cc(/C=N/NC(=O)CN3CCCCC3)c(Cl)nc12,4,5,-6,746,8%,1%,1,x,x,0.2%,x,10%
O=C(CSc1ncccn1)N/N=C/c1cccc([N+](=O)[O-])c1,1,-6,-6,664,-4%,-4%,1,i,1.2,3.6%,2.4%[50 µM],4%
Cc1oc(C(C)(C)C)cc1C(=O)NC1CCN(Cc2ccccc2)CC1,x,x,-12,661,x,-4%,x,i,0.1,x,0.0%,x
CN(C)c1nc(SCC(=O)Nc2ccccc2)nc(N2CCOCC2)n1,0,-7,-11,653,-7%,0%,1.1,i,0.3,-1.0%,0.0%,-10%
COc1ccc(C)cc1NC(=O)Nn1cnnc1,-11,-7,1,774,-5%,2%,1,i,2.8,-0.1%,1.5%,2%
Cc1c(C(=O)Nc2nnc(SCc3ccccc3Cl)s2)cccc1[N+](=O)[O-],6,-12,-1,595,-2%,5%,1.1,i,2.5,1.9%,1.0%[50 µM],-8%
O=c1[nH]c(/C=C/c2ccc(OC(F)F)cc2)nc2c1cnn2-c1ccccc1,-1,32,16,665,-4%,2%,1.1,i,0.2,-0.7%,0.1%,4%
OC(c1ccccc1)c1nccn1Cc1ccccc1 (stereo unspecified),-13,23,13,801,2%,3%,1.1,i,0.8,-1.1%,1.7%,2%
Oc1ccccc1CNc1ccc(OC(F)(F)F)cc1,22,36,-2,700,25%,6%,1.1,i,0.2,1.5%,x,29%
O=C(Cc1cccc2ccccc12)N1CC[C@@]2(O)CCCC[C@H]2C1,x,x,-15,713,x,3%,x,i,1.1,x,-0.8%,x
COc1cc(C(=O)NC(=S)NCc2ccco2)cc(OC)c1OC,4,53,x,x,0%,7%,1.1,i,6.3,-2.0%,-0.8%,6%
O=C(O)c1cccc(Cn2cc(Br)cn2)c1,-5,2,x,x,6%,0%,1,i,0.6,-1.8%,0.7%,11%
Fc1ccc(-c2[nH]ncc2CN2CCN(c3ccc(F)cc3)CC2)cc1,x,x,4,670,x,2%,x,i,0.8,x,0.8%,x
CC(Sc1nnc(C(F)(F)F)n1C)C(=O)NC(N)=O (stereo unspecified),-22,-21,x,x,-4%,0%,1.1,i,2.3,-0.4%,1.6%,2%

# Screening data as filed in PubChem.
